MOR-DOR inv ag = inverse agonists of human mu-delta opioid receptor heterodimerization. P35372+P41143. cell-based MOR-DOR heterodimer luminescence, inverse agonism. inhibition, % at 9.3 µM. actives 0.21% (n = 340,000). AID 504357; in the data active = inhibition above about 22%, passing the limit was not always enough;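 also: 0% = cells with DMSO and 100% = wells without cells with DMSO; values of inactives mirror those of a sister screen read the other way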
V-ATPase pHluor = regulators of yeast V-ATPase proton transport | S. cerevisiae, pHLuorin cytosolic pH fluorescence | response, % at 10 µM | actives 0.37% (n = 350,000) | AID 504577; in the data active = response mostly above about 7.3%, no sharp cut-off; inactive = mostly below about 5.4%; also: actives read high; inactives centre near 0; some compounds called inactive have numbers as strong as hits; reference of the scale not given here
HTR5A ag ctr = HTR5A agonism, opioid heterodimer counter-screen; P47898; HTR5A agonist assay, luminescence, cell-based; activation, % at 9.3 µM; actives 0.61% (n = 340,000); in the data active = activation mostly above about 9.5%, no sharp cut-off; inactive = mostly below about 7.6%;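 also: 0% = cells with vehicle only and 100% = reference agonist; strong numbers were not always called active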
Target sequence (P47898 whole entry, looked up): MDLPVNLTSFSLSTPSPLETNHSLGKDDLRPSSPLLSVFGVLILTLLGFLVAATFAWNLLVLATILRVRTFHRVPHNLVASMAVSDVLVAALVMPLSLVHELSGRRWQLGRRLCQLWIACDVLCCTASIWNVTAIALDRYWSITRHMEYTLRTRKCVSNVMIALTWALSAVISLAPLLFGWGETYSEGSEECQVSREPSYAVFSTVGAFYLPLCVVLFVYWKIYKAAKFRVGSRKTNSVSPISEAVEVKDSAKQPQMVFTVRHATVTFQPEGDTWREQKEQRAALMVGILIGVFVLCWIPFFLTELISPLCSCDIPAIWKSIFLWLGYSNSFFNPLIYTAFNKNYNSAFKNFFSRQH
LANA DNA inh = inhibitors of KSHV LANA C-terminal domain DNA binding; actives 0.078% (n = 340,000); AID 504423; MBP-C-LANA/FAM-LBS DNA binding, fluorescence polarization; inhibition, % at 9 µM;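 active = highest replicate inhibition at or above 60% at 9 µM, even if other replicates fall short; inactive = all replicates below 60% inhibition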;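 also: 0% = neutral control wells and 100% = 4 µM acridine orange control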
RTF Ca sens inh = cardiac RTF calcium desensitization; P19429+P45379; inhibition, % at 7.15 µM; actives 0.12% (n = 340,000); IANBD-labeled cardiac RTF, Ca2+ fluorescence; AID 493244;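 active = inhibition above the mean inhibition of all tested compounds plus 3 SD, cut at about 17% in these data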;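 also: assay run at fixed EC70 calcium of 1.6 mM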
CAL PDZ FP = blocks peptide binding to the human CAL PDZ domain | Q9HD26 | purified CAL PDZ, TMR-peptide fluorescence polarization, 1 h | inhibition, % at 24.9 µM | actives 0.92% (n = 300,000);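 active = mean inhibition of at least 30% with at least half of replicates also reaching 30%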;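 also: 0% = DMSO neutral control and 100% = excess unlabeled competitor peptide PRC23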
cardiac RTF act = cardiac RTF calcium sensitization | P19429+P45379 | IANBD-labeled TnC RTF fluorescence at EC20 calcium; 0% EC20 calcium, 100% full calcium | activation, % at 7.2 µM | actives 0.24% (n = 340,000) | AID 493008;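 active = activation above the mean over all tested compounds plus 3 SD, cut at about 30% in these data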;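 also: rise in fluorescence read as greater calcium sensitivity of cardiac thin filaments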
Keap1-Nrf2 PPI = disrupts human Keap1 binding to Nrf2 peptide. actives 0.15% (n = 340,000). inhibition, % at 9.4 µM. AID 504523. Q14145. Keap1 Kelch-Nrf2 peptide fluorescence polarization, 1536-well; in the data active = inhibition above about 12%;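 also: human Keap1 Kelch domain with fluorescein labeled Nrf2 9mer peptide probe; 0% = neutral control wells and 100% = peptide positive control; higher means more block of Keap1 binding to Nrf2 peptide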
Target sequence (Q14145 whole entry, looked up, the tested form may be a part): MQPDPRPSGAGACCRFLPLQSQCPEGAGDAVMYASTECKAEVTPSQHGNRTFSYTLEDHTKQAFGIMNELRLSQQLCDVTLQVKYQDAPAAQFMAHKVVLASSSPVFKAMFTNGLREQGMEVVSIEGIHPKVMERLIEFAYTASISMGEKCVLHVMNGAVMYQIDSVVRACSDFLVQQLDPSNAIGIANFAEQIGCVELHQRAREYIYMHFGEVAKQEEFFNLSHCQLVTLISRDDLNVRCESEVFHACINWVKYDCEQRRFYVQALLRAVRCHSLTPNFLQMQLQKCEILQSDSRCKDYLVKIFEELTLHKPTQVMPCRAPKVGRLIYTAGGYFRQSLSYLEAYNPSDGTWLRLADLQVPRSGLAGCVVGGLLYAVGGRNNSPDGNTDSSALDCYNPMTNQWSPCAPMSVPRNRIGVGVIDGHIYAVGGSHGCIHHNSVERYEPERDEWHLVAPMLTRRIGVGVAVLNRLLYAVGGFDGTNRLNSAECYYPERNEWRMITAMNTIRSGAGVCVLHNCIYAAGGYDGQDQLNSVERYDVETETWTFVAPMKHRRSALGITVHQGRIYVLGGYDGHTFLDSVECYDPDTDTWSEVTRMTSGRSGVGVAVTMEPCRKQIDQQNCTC
HTR5A inv ctr = counter-screen for OPRM1-OPRD1 inverse agonists: human HTR5A inverse agonism; actives 0.083% (n = 340,000); inhibition, % at 9.3 µM; HTR5A cell line, luminescence; P47898; in the data active = inhibition mostly above about 23%, no sharp cut-off; inactive = mostly below about 18%;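 also: 0% = cells with DMSO and 100% = no-cell wells with DMSO; some compounds called inactive have numbers as strong as hits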
OPRM1-OPRD1 ag = OPRM1-OPRD1 heterodimerization agonism; cells, luminescence; AID 504326; activation, % at 9.3 µM; actives 0.3% (n = 340,000); in the data active = activation above about 18%;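 also: 0% = vehicle-treated cells and 100% = reference agonist; values of inactives mirror those of a sister screen read the other way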
The depositor's hits bear a star; . = no result given. The order is random. Share with any hit: about 2.8%.

SMILES	MOR-DOR inv ag	V-ATPase pHluor	HTR5A ag ctr	LANA DNA inh	RTF Ca sens inh	CAL PDZ FP	cardiac RTF act	Keap1-Nrf2 PPI	HTR5A inv ctr	OPRM1-OPRD1 ag
O=C(NCc1ccccc1)c1ccc(CS(=O)Cc2ccc(Cl)cc2)o1 (stereo unspecified)	4	-1	0	2.7	-7	-4	1	-4	19	-0.7
CSc1ncccc1C(=O)OCC(=O)NC(C)(C)C	-9	-1	0	-1.8	-3	.	0	-2	10	1.9
COc1ccc(OC)c(S(=O)(=O)NC2CC(=O)N(c3ccc(C)c(C)c3)C2)c1 (stereo unspecified)	13	3	0	-0.7	-4	-5	-3	-3	-1	-2.0
O=C(CCc1ccccc1)N1CCCC1	15	5	-3	0.2	-14	-5	-1	-4	9	-3.2
O=C(CN1CCN(CC(=O)c2ccc(F)cc2)CC1)Nc1ccccc1Cl	11	-2	-3	-1.2	-9	1	3	-1	-3	-2.6
COc1cccc(-c2noc(C3CCCN(C(=O)c4ccccc4OC)C3)n2)c1 (stereo unspecified)	5	0	2	0.5	-2	1	-2	3	-8	-1.1
Cc1ccc(/C=N/n2c(C)cc(C)c(C#N)c2=O)cc1	3	3	4	-1.1	-6	0	-1	-3	0	-0.6
CCOC(=O)CN(C(=O)c1snc(C(N)=O)c1N)C(C(=O)NCCC(C)C)c1ccc(F)cc1 (stereo unspecified)	4	3	-3	3.0	-3	-5	-4	-1	11	-0.8
CCC(C(=O)NCCCN(CC)Cc1ccccc1)n1nc(C)c2sc3ccccc3c2c1=O (stereo unspecified)	8	-1	-1	-0.1	3	-10	-11	-2	18	-1.5
Cc1cc(Br)ccc1S(=O)(=O)n1ccnc1C	4	0	2	0.9	-11	.	5	-3	21	-0.7
COc1ccc(-c2[nH]ncc2CNC(C)CCn2cccn2)c(F)c1 (stereo unspecified)	14	-4	0	-0.1	-5	-5	0	1	4	-2.8
COc1cccc(C(=O)N(CN2CCCC2=O)c2cc(C)on2)c1	-4	-2	5	2.0	-1	28	3	-4	-13	0.9

An excerpt from above in order of formula weight, rising.
SMILES	MOR-DOR inv ag	V-ATPase pHluor	HTR5A ag ctr	LANA DNA inh	RTF Ca sens inh	CAL PDZ FP	cardiac RTF act	Keap1-Nrf2 PPI	HTR5A inv ctr	OPRM1-OPRD1 ag
COc1cccc(C(=O)N(CN2CCCC2=O)c2cc(C)on2)c1	-4	-2	5	2.0	-1	28	3	-4	-13	0.9
COc1ccc(-c2[nH]ncc2CNC(C)CCn2cccn2)c(F)c1 (stereo unspecified)	14	-4	0	-0.1	-5	-5	0	1	4	-2.8
O=C(NCc1ccccc1)c1ccc(CS(=O)Cc2ccc(Cl)cc2)o1 (stereo unspecified)	4	-1	0	2.7	-7	-4	1	-4	19	-0.7

Next part
SMILES	MOR-DOR inv ag	V-ATPase pHluor	HTR5A ag ctr	LANA DNA inh	RTF Ca sens inh	CAL PDZ FP	cardiac RTF act	Keap1-Nrf2 PPI	HTR5A inv ctr	OPRM1-OPRD1 ag
Cc1noc(C)c1COc1ccccc1C(=O)NCCc1ccc(Cl)cc1	13	-1	5	1.9	-2	0	-1	2	-6	-2.3
Cc1ccc(S(=O)(=O)N2CCOC2CNC(=O)C(=O)NCCN2CCOCC2)cc1 (stereo unspecified)	8	0	-1	-1.1	-10	.	0	2	0	-1.1
Cc1ccc(-c2nnc(SCC(=O)N/N=C/c3ccc(C(=O)O)cc3)n2C2CCCCC2)cc1	-2	0	4	0.9	-7	-7	-3	-2	-16	0.4
O=C(CSc1ccc(F)cc1)Nc1cccc(S(=O)(=O)N2CCOCC2)c1	8	1	0	-2.8	3	-8	-1	0	1	-1.6
O=C(OCCCc1cc2ccccc2c(=O)o1)N1CCOCC1	7	-1	3	0.7	-27	-2	-2	4	-15	-1.5
O=C1CC(c2ccccc2)c2cc(O)ccc2O1 (stereo unspecified)	-26	3	2	-2.2	2	2	14	-2	-6	4.1
Cc1cc(NCCC(C)C)n2nc(C)c(-c3ccccc3)c2n1	-25	6	4	-0.9	-4	-2	0	0	-5	4.5
CC(CCc1ccccc1)NC(=O)CSc1nccc(=O)[nH]1 (stereo unspecified)	8	1	-4	0.9	-10	-2	-8	1	-34	-1.4
Cn1c(CSCc2ccc(Cl)c(Cl)c2)n[nH]c1=S	4	-1	4	0.1	7	-5	4	0	-3	-0.7
O=C(NCc1ccccn1)C1(C(F)(F)F)C/C(=C\CCO)CCCO1 (stereo unspecified)	2	-4	3	1.6	-13	-3	-2	1	-9	-0.4
CC(C)(C)C(=O)N1CCN(c2nc3ccc(Br)cc3s2)CC1	2	5	6	-1.1	2	-3	-8	-7	2	-0.3
Cn1c2[n+](c3ccc(Cl)cc3c1=O)Cc1ccccc1-2	4	-1	8	-0.1	-1	.	2	1	11	-0.8
CCOC(=O)C1CCN(C(=S)Nc2ccc(CC)cc2)CC1	7	4	3	9.3	5	1	5	-2	-7	-1.5
COc1cc(OC)cc(C(=O)N2CCN(c3ncccn3)CC2)c1	10	-3	-3	0.5	-5	1	3	-6	7	-2.4
Cc1ccccc1-c1nc(CSc2nc3c(c(=O)[nH]2)CCC3)c(C)o1	-19	-2	13	0.0	-7	.	-1	-6	-35	3.7
CCOc1ccccc1OCC(=O)Nc1ccc(S(=O)(=O)Nc2nc(C)cc(C)n2)cc1	17	0	2	-2.1	-1	-3	-2	1	-6	-3.2
CC(=O)NCCNC(=O)c1ccc(Sc2ccccc2)c([N+](=O)[O-])c1	-1	4	-3	-0.6	-17	0	10	-2	8	0.1
CCc1ccc(C(=O)NC(=S)NCc2cccnc2)cc1	-7	3	4	-1.6	1	-3	0	-6	-2	2.0
CC(C)Nc1nnc(SCC(=O)Nc2ccc(F)cc2)s1	5	1	3	0.5	-3	0	4	2	13	-0.8
CSc1ncccc1C(=O)Nc1ccc(C)cn1	14	4	-4	-0.2	2	-5	-1	-4	-13	-2.0
COc1ccccc1N1CCN(CC(=O)Nc2ccccc2C(=O)NCCc2ccccc2)CC1	-1	0	7	-1.6	-5	-9	0	0	-18	0.3
CCCc1ccc(-c2cc(C(=O)NCCc3ccc(S(N)(=O)=O)cc3)c3ccccc3n2)cc1	3	-2	4	0.5	-6	-2	1	1	0	-0.6
Cc1ccc(NC(=O)C2(NC(=O)c3cccc(N4C(=O)CSC4c4ccccc4)c3)CCCCC2)cc1 (stereo unspecified)	-11	1	-4	1.5	-5	1	-4	-1	-9	2.0
CN(Cc1cccc(F)c1)C(=O)CN1C(=O)NC2(CCc3ccccc32)C1=O (stereo unspecified)	2	1	-4	0.2	-7	7	9	0	10	-0.5
O=C(CN(Cc1ccccc1C(F)(F)F)C(=O)CNC(=O)c1ccco1)NC1CCCC1	1	2	-4	-0.7	-8	-4	6	1	-27	-0.2
O=C(C1COc2ccccc2O1)N1CCN(c2ccc([N+](=O)[O-])cc2)CC1 (stereo unspecified)	-3	-2	3	0.0	3	-2	-1	5	-8	0.7
O=C(Nc1ccc(S(=O)(=O)N2CCCC2)cc1)C1CCN(S(=O)(=O)c2ccc(F)cc2)CC1	9	-1	2	-1.9	11	-1	-3	5	-5	-1.6
COc1ccc(N(CC(O)CN2CCCCC2)S(=O)(=O)c2ccc(C)cc2)cc1 (stereo unspecified)	4	-1	1	0.3	-3	-5	0	-2	-3	-0.9
C=CCn1c(CC(=O)Nc2ccc(C)cc2C)nnc1SCC(=O)N1CCOCC1	12	5	2	1.0	-2	1	-1	1	-8	-2.2
CC(C)NC[C@@H](O)c1ccc(O)c(O)c1	-5	1	2	16	-6	-3	4	0	-14	0.8
Cc1nc(-c2cccc(S(=O)(=O)N3CCCCC3)c2)cs1	19	-2	8	0.4	6	-1	-2	4	-25	-3.6
CCOc1ccc(S(=O)(=O)N2CCN=C2c2ccccc2)cc1	17	0	6	0.6	-1	6	-4	-2	12	-3.2
N#CC1=C(N)OC2=C(C(=O)CCC2)C12CCN(C(=O)OCc1ccccc1)CC2	15	0	-3	-0.1	-7	-3	9	2	-10	-2.8
Oc1ccc(/C=N/Nc2cc(N3CCCC3)nc(N3CCCC3)n2)cc1O	-24	-2	2	-1.2	-7	0	-2	1	-43	4.2
COc1ccc(C)cc1NC(=O)C(OC(=O)c1cccc(S(=O)(=O)N(C)c2ccccc2)c1)c1ccccc1 (stereo unspecified)	18	-3	6	0.2	0	-1	-4	-1	-5	-3.6
c1ccc2[nH]c(-c3nc4ccccc4[nH]3)nc2c1	2	3	-1	-1.3	-3	-4	-2	-4	3	-0.5
C=CCOC(=O)C1=C[C@@H](c2coc3ccccc3c2=O)C[C@@H](OCc2ccc(CO)cc2)O1	2	0	-2	-0.5	-10	3	-3	-4	6	-0.3
CN1C(=O)C(C)(C)c2cc(S(=O)(=O)N3CCCC3C(=O)NCc3ccc(F)cc3)ccc21 (stereo unspecified)	4	1	0	1.9	-2	.	2	-3	-1	-0.8
COC(=O)c1cc2nc(-c3ccc(C)cc3)cc(C(F)(F)F)n2n1	0	-3	-9	-0.4	-6	-3	2	-1	25	0.0
O=C(CSc1nncn1-c1ccccc1)NC1CCCCC1	-10	5	1	-1.5	-9	-1	12	-6	-4	1.8
CCOc1ccc(C(=O)Nc2ccc3c(c2)OCO3)cc1OCC	-6	0	-5	-0.4	3	2	-3	3	-3	1.3
O=S(=O)(c1ccc(Cl)cc1)N(CCCN1CCOCC1)Cc1cccs1	13	1	11*	0.1	8	0	-3	4	6	-2.5
O=C(c1ccccc1[N+](=O)[O-])n1cnc2ccccc21	-5	-1	2	-0.9	5	-3	-4	2	-5	0.8
COc1cc(C)ccc1OCc1cc(C(=O)N2CCCCCCC2)no1	-4	1	-4	-2.1	-10	.	0	-4	-22	0.8
Cc1ccc(NCN2C(=O)c3ccccc3C2=O)c(C)c1	6	-2	-4	-3.2	4	-1	-4	0	13	-1.6
Cn1cc(Cl)c(/C(N)=N/OC(=O)c2ccccc2C(F)(F)F)n1	4	3	3	-2.0	9	-1	-2	1	-12	-0.8
CC(=O)N1c2ccc(S(=O)(=O)NCC3CCC(C(=O)N4CCCCC4)CC3)cc2CC1C (stereo unspecified)	15	-4	-4	-0.5	0	-2	-5	-3	16	-2.8
O=S(=O)(Nc1ncnc2sccc12)c1cccc(F)c1	13	3	-2	-0.7	0	-3	-1	1	7	-2.5
CC(C)Cn1c(N)c(C(=O)COC(=O)C2=COCCO2)c(=O)n(C)c1=O	-1	-3	-1	1.7	-22	-1	2	-5	-13	0.1
O=C(COc1cccc(Br)c1)NN=C1c2ccccc2-c2ccccc21	12	-1	1	-1.5	-1	-2	0	-1	-12	-2.2
COC(=O)c1sccc1NC(=O)CC1C(=O)NCCN1C(=O)c1ccc(N(C)C)cc1 (stereo unspecified)	5	10	1	0.1	-4	-1	1	-3	-23	-0.9
CN1CCN(c2ccccc2NC(=O)Cn2ncc3c([nH]c4ccccc43)c2=O)CC1	2	-3	-1	-0.7	4	-4	-5	-1	6	-0.3
O=C(CN(Cc1ccco1)C(=O)c1ccc(Cl)cc1)Nc1ccc(Cl)c(Cl)c1	14	-1	-3	-1.7	12	-3	4	-1	7	-3.1
CCS(=O)(=O)Nc1ccc2c(c1)N(C(C)=O)c1ccccc1CC2	0	0	3	0.3	1	.	3	0	-11	0.1
O=C(NC(=S)NN1CCOCC1)c1cc(Br)ccc1Cl	22	-1	-7	-0.1	-8	.	3	-3	17	-5.1
COC(=O)c1ccc(/C=C/C(=O)OCC(=O)c2ccc[nH]2)cc1	-11	-2	2	1.0	-6	-3	3	-5	-9	2.2

Assay outcomes deposited in PubChem BioAssay by several laboratories.
